Screens from PubChem.
ERAP1 HTS inh: human ERAP1 aminopeptidase inhibitors, primary screen, biochemical, single point, plate reader; actives 0.15% (n = 340,000); inhibition, % at 10.7 µM; recombinant ERAP1, Leu-AMC fluorescence, 60 min;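 active = mean replicate inhibition of at least 30%, or all replicates individually reaching that 30% level; inactive = mean below 30% and not every replicate reaching it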;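 also: 0% = neutral control wells and 100% = L-leucinethiol positive control wells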
S100A4 inh HTS: inhibitors of S100A4-myosin IIA peptide binding, primary screen, biochemical, fluorescence polarization, TAMRA-MyoIIA peptide; inhibition, % at 10.7 µM; actives 0.14% (n = 360,000); AID 652163, 2013;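 active = mean inhibition of at least 70% across replicates, with every replicate also reaching that level; inconclusive = mean inhibition reaches 70% but some replicates fall short; inactive = mean inhibition below 70%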
Target sequence (P26447 whole entry, looked up): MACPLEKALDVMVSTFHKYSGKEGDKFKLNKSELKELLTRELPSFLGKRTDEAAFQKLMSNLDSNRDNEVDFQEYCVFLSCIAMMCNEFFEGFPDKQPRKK
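Material: human S100A4 monomer with TAMRA-labelled myosin IIA peptide; buffer or medium: HEPES pH 7.2 with CaCl2, KCl, NaCl, DTT, Triton; compound dosing: one concentration per compound; schedule: 5 min incubation before reading; benchmarks: neutral control DMSO, positive control TFP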
LGR2 inh: inhibitors of bursicon-induced LGR2 CRE-luciferase signal, primary screen, cell-based, HEK293, CRE-luciferase reporter, bursicon stimulation; Drosophila bursicon receptor LGR2 (rickets); bursicon-stimulated, 4 h; inhibition, % at 9.99 µM; actives 0.35% (n = 380,000); AID 720647, 2013;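 active = drop in luminescence signal, shown as inhibition above about 50% in the replicate tests, limit read from the data, passing the limit was not always enough; inconclusive = probably only some replicates passing the limit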;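 also: agonist challenge used bursicon conditioned medium at about half maximal strength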
Cneo AK release: Cryptococcus neoformans cell lysis inducers, primary screen, AK release luminescence, single concentration | C. neoformans lysis, adenylate kinase release luminescence, 4 h; normalised: neutral wells 0, clomiphene wells 100 | lysis activity, % at 15 µM | actives 0.2% (n = 360,000) | AID 651654, 2012;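 active = mean lysis activity across replicates of at least 80%, whatever share of replicates individually reach that level; inactive = mean lysis activity below 80%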
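Schedule: static 4 h at 37 °C with compound, 1 h detection; system: C. neoformans cells; benchmarks: Clomiphene as positive control; buffer or medium: fresh YPD medium; measure: luminescence rise reflecting yeast cell lysis; measured by: luminescent adenylate kinase detection reagent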
XiGFP reactiv: activators of inactive X chromosome reactivation, primary screen, imaging, XiGFP fibroblasts, GFP high-content imaging, set 2; XiGFP mouse fibroblasts, % GFP-positive cells imaging, 3 d; cells co-treated with 5-aza-dC sensitizer; scaled so ellipticine positive control = 100%; actives 0.055% (n = 360,000); activation, % at 7.58 µM;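 active = mean normalized replicate activation at least 10% and every replicate at or above 10%; inconclusive = only one of the two criteria met; inactive = mean below 10% and not all replicates reach 10%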;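 also: 0% = median of on-plate neutral control wells and 100% = ellipticine 6 µM median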
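Schedule: 3 d treatment, 15 min room-temperature fixation; system: 68-5-11 XiGFP fibroblast line; buffer or medium: DMEM plus 5-aza-dC sensitizer; control set: ellipticine 6 µM positive control; compound: one concentration, pinned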
Statin myotox sup: suppressors of statin myotoxicity in C2C12 myotubes, primary screen, cell-based, single point, plate reader; C2C12 myotubes + simvastatin, ATP luminescence, 48 h; scaled: DMSO 0, geranylgeraniol control 100; rescue of ATP level, % at 7.49 µM; actives 0.78% (n = 330,000);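 active = mean ATP rescue above about 67%, or every replicate alone reaching that limit, limit read from the data, passing the limit was not always enough; inconclusive = no clear call, values can overlap the other calls; inactive = mean under the limit and some replicate under it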;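 also: myotubes were challenged with 10 µM simvastatin during compound exposure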
PGC1a acetyl inh: inhibitors of PGC1a acetylation signal, primary screen, cell-based, U2OS, AlphaScreen, inhibitor mode | inhibition, % at 15.6 µM | actives 0.17% (n = 350,000) | AlphaScreen anti-acetyl-lysine; with virally co-expressed GCN5 acetyltransferase;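 active = every replicate shows inhibition of at least 40%; inconclusive = mean inhibition at least 40% but some replicate below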;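 also: 0% = neutral control wells and 100% = positive control wells; some results beyond the cut were filed as inactive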
SIRT5 block: SIRT5 desuccinylase inhibitors, primary screen, biochemical, fluorescence imaging, single point, set 5 | Purified SirT5, succinyl-peptide AMC, trypsin-coupled fluorescence | inhibition, % at 15 µM | NAD-dependent protein deacylase sirtuin-5, mitochondrial (Homo sapiens), Q9NXA8 | actives 1.1% (n = 330,000) | AID 652115, 2013; in the data active = inhibition above about 15%; inconclusive = no clear call, values can overlap the other calls
Target sequence (Q9NXA8 whole entry, looked up): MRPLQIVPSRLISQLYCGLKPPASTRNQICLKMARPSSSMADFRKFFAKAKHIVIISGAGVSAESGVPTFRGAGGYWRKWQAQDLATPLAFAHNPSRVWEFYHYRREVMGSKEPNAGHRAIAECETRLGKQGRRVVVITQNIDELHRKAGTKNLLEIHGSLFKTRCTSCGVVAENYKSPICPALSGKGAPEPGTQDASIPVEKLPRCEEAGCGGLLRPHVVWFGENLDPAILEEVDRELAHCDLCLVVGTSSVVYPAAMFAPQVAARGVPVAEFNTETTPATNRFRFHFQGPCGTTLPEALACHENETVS
An asterisk follows results filed as active; ? = inconclusive; / = no result given. Not all compounds are listed; the hit share may differ from the screen's.

SMILES	ERAP1 HTS inh	S100A4 inh HTS	LGR2 inh	Cneo AK release	XiGFP reactiv	Statin myotox sup	PGC1a acetyl inh	SIRT5 block
CCn1c(CCn2c3ccccc3c3ccccc32)n[nH]c1=S	/	/	-3	1	-0.1	/	-1	/
COc1ccc(-c2ccc3ccccc3n2)cc1OC	-4	-1	-67	/	0.6	/	3	-7
Cc1ccc(S(=O)(=O)N2CCOCC2)cc1NC(=O)COC(=O)c1n[nH]c(=O)c2ccccc12	15	3	-12	/	4.4	/	17	16*
Cc1cc(C(=O)N/N=C/c2cn(C)nc2C)c2ccccc2n1	3	-6	-9	0	0.0	-3	-3	1
C[C@H](NC(=O)N(C)C[C@H]1OCc2ccccc2-c2c(n(C)c3ccccc23)C(=O)N([C@@H](C)CO)C[C@H]1C)c1ccccc1	4	7	8	-1	-0.1	14	-14	3
COc1ccc(CC(=O)N2CCc3cc(OC)c(OC)cc3C2O)cc1OC (configuration not stated)	4	3	-5	-4	0.1	11	/	0
COc1ccc(C2SCC(=O)N2CCc2ccc(OC)c(OC)c2)cc1 (configuration not stated)	1	1	-8	/	0.0	/	/	-5
CC(C)NC(=O)Nc1ccc2c(c1)C(=O)N([C@@H](C)CO)C[C@@H](C)[C@@H](CN(C)C(=O)CCC(F)(F)F)OCCCC[C@H](C)O2	1	?	2	-2	0.0	/	4	4
CO[C@@H]1CC[C@H]2CCN(C)C(=O)[C@@H](C)[C@H](OC)CN(C)C(=O)c3cccc(C#N)c3OC[C@@H]1O2	0	-13	-3	-11	0.2	2	3	0
O=C(CN1CCN(CC(=O)Nc2ccc(Cl)cc2)CC1)Nc1ccc(F)cc1	0	-1	2	-3	0.1	0	-3	-3
CCC(C(=O)Nc1cc(C)cc(C)n1)c1ccccc1 (configuration not stated)	/	-1	15	3	-0.1	/	-1	-4
Cc1ccc(C(=O)N2CCCC(CCC(=O)N3CCN(c4ccccn4)CC3)C2)cc1C (configuration not stated)	3	2	7	-1	-0.1	-19	-6	-5
COc1ccc2[nH]cc(CCNC(=O)C3CCCNC3=O)c2c1 (configuration not stated)	-5	-2	10	0	0.5	1	3	6
Cn1c(=O)c2c(O)c(C=NCc3ccccc3)c(=O)n(C)c2n(C)c1=O	2	-4	/	-2	0.0	/	8	1
CCOC(=O)C(NC(=O)c1ccccc1)(OCc1ccccc1)C(F)(F)F (configuration not stated)	-1	3	8	/	0.1	6	16	-3
Cc1cccc(/C=N/NC(=O)c2ccncc2)n1	-1	11	-1	/	0.0	-2	/	-3
C[C@@H](NC(=O)[C@@H]1[C@@H](CO)[C@@H]2Cn3c(ccc(-c4cccnc4)c3=O)[C@@H]2N1C)c1ccccc1	1	-16	-4	3	0.3	19	/	4
Cc1sc(NC(=O)CN(Cc2ccc(F)cc2)C(=O)C(C)C)c(C(N)=O)c1C	3	3	6	0	/	4	1	-2
Cc1ccn2c(NC3CCCC3)c(-c3ccccn3)nc2c1	-1	5	-15	7	-0.1	/	1	-8
COc1ccc(NC(=O)CCC(=O)N/N=C/c2cn(C)nc2C)cc1	0	-3	18	0	0.6	/	0	2
CCCCC(NC(=O)c1ccc(C#N)cc1)C(=O)NCCC (configuration not stated)	0	-4	-8	0	-0.1	1	/	2
CCOc1ccc(-c2noc([C@@H]3O[C@H](CO)[C@@H](O)[C@H]3O)n2)cc1	-2	-2	-1	0	-0.1	-12	-6	0
O=C(CSc1nnc(CNC(=O)c2c(F)cccc2F)o1)NCCc1ccccc1	0	-3	12	-1	-0.2	/	2	-2
C/C=C/c1ccc([C@@H]2[C@@H](CO)N(S(C)(=O)=O)[C@H]2CN(C)C(=O)CC)cc1	/	/	0	2	0.0	0	33	/
C[C@@H]1CN([C@@H](C)CO)C(=O)Cc2cc(NC(=O)CCC(F)(F)F)ccc2O[C@@H]1CN(C)CC1CC1	3	-13	-23	52	0.2	16	9	0
C[C@@H]1CN([C@H](C)CO)C(=O)Cc2cc(NS(C)(=O)=O)ccc2O[C@@H]1CN(C)S(=O)(=O)c1ccc(Cl)cc1	2	5	15	-2	-0.2	11	0	/
CC(C)N1C(=O)C(=O)N(CC(=O)N2c3ccccc3NC(=O)CC2C)C1=O (configuration not stated)	2	-6	-2	/	0.1	13	2	0
CC(=O)Nc1cncc(-c2cccc(N(C)C)c2)n1	1	25	-4	2	0.1	0	/	/
C#CCSc1n[nH]c(=O)n1-c1cccc(C(F)(F)F)c1	0	2	13	/	0.1	/	/	-4
O=C(NCCCN1CCOCC1)c1onc(CSc2nc3ccccc3[nH]2)c1C(=O)NCCCN1CCOCC1	-2	1	7	-3	0.1	-8	7	1
Cc1noc(C)c1NC(=O)Nc1cccc2c1O[C@@H](CN(C)Cc1ccc(-c3ccccc3)cc1)[C@@H](C)CN([C@H](C)CO)C2=O	-2	-5	-35	-5	-0.1	34	8	5
COc1ccc(CN(C)C[C@@H]2Oc3ccc(NC(=O)C4CCCCC4)cc3CC(=O)N([C@H](C)CO)C[C@H]2C)cc1	5	2	10	-6	0.3	43	-2	2
Cc1ccc(S(=O)(=O)N2C[C@H]3[C@H]4C(=O)N(Cc5ccccc5)C(=O)[C@H]4CC(=O)[C@H]3[C@@H]2c2ccccc2F)cc1	6	-1	0	4	0.2	-5	-16	1
CN1C(=O)c2cc(NC(=O)Nc3cccc(Cl)c3)ccc2OC[C@H]2O[C@H](CC(=O)NCCc3ccncc3)CC[C@@H]21	0	1	-4	-7	0.4	13	6	-2
COC(=O)CC(CP(=O)(O)CN(C)C=O)C(=O)OC (configuration not stated)	1	-9	8	/	-0.1	/	/	-7
O=C(COC(=O)CNC(=O)c1ccc(Cl)cc1Cl)NCC1CCCO1 (configuration not stated)	4	0	2	/	0.4	/	/	-2
CCn1c(=O)c2cc(C(=O)N(C)CC(OC)OC)sc2c2ccccc21	9	1	-12	-2	0.2	4	1	-4
CC(=O)Nc1sc(N/N=C\c2ccccc2)nc1-c1cccs1	-2	-1	-1	/	0.2	/	/	0
Nc1nc(SCc2ccc(Br)cc2)c2ncn(C3OC(CO)C(O)C3O)c2n1 (configuration not stated)	-5	-3	-1	1	0.4	-13	-7	/
C[C@@H]1CN([C@@H](C)CO)C(=O)c2cc(-c3ccc(C#N)cc3)cnc2O[C@@H]1CN(C)C(=O)Nc1ccc(C(F)(F)F)cc1	3	4	12	19	-0.9	2	3	7
S=C(NCCC1=CCCCC1)NCc1ccco1	2	1	5	/	0.0	/	-5	2
CC1CCCCC1NC(=O)NC(=O)COC(=O)c1nccnc1N (configuration not stated)	-7	-1	11	3	0.0	-2	4	/
OC(COc1ccc(F)cc1Cl)CN1CCc2ccccc2C1 (configuration not stated)	0	1	8	-2	0.0	4	/	0
CN(CC(=O)Nc1ccc(F)cc1)C(=O)c1ccc(OCc2cn3ccccc3n2)cc1	3	-3	-15	/	0.0	-6	4	-4
COCC(=O)N1C[C@@H](C)[C@H](OC)CN(C)C(=O)c2cc(NC(=O)Nc3cccc(F)c3)ccc2OC[C@@H]1C	1	-5	-14	0	0.2	0	-4	-5
CC(C)C[C@H]1CNC(=O)C(=O)N1C[C@@H]1CCCN1C[C@H](Cc1ccccc1)N1C[C@H](Cc2ccccc2)N(CC2CCCCC2)C(=O)C1=O	/	0	4	/	0.6	/	/	1
Clc1cccc(CNc2ccn3nc(-c4cccc(OCc5ccccc5)c4)cc3n2)c1	-3	2	-31	12	0.2	-25	-4	-1
O=C(Nc1ccc(O)cc1)c1ccc(NC(=O)C2CCCO2)cc1 (configuration not stated)	0	-6	-3	-2	0.0	15	/	-3
c1ccc(-c2cnnc(N3CCOCC3)n2)cc1	/	/	17	-2	/	9	5	/
Cc1ccc(NC(=O)COc2ccccc2)cc1S(=O)(=O)N1CCCCC1	-4	-3	3	-1	0.0	39	/	-5
CCCCNC(=S)N/N=C/c1ccc(OCC(=O)Nc2c(C)cc(C)cc2C)c(OC)c1	8	3	-2	/	0.1	/	/	-6
Cc1ncoc1C(=O)N1CCc2c([nH]c3ccccc23)C1C1CCCCC1 (configuration not stated)	-6	1	-3	/	0.0	10	-1	-3
Cc1cc(OCC(=O)Nn2cnnc2)ccc1Br	5	-4	-1	-3	/	-8	0	-3
CSc1cccc(NC(=S)N(CCCN2CCCC(C)C2)Cc2cccs2)c1 (configuration not stated)	8	-3	5	/	0.1	/	/	-3
CCCCN(C)C(=O)Cn1nc(Cc2ccncc2)c2ccccc2c1=O	1	0	1	-1	0.0	2	8	-9
Cc1noc(C)c1NC(=O)N(C)C[C@@H]1Oc2c(NS(=O)(=O)c3c(C)noc3C)cccc2C(=O)N([C@H](C)CO)C[C@@H]1C	10	11	2	2	0.0	/	-1	5

Other entries.
SMILES	ERAP1 HTS inh	S100A4 inh HTS	LGR2 inh	Cneo AK release	XiGFP reactiv	Statin myotox sup	PGC1a acetyl inh	SIRT5 block
C[C@@H]1CN([C@H](C)CO)C(=O)c2cc(NC(=O)Nc3ccc(F)cc3)ccc2O[C@@H]1CN(C)Cc1ccncc1	0	3	19	-5	-1.3	3	1	3
C[C@H](CO)N1C[C@H](C)[C@H](CN(C)Cc2ccncc2)Oc2ccc(NS(=O)(=O)c3cccs3)cc2C1=O	0	-6	-4	-7	0.2	-32	-1	-1
Cc1cccc(NC(=O)C2CCN(C(=O)c3ccc(Cl)cc3)CC2)n1	0	-11	-7	5	0.0	4	-6	2
C[C@H]1CCCCO[C@@H](CN(C)Cc2ccncc2)[C@@H](C)CN([C@@H](C)CO)C(=O)c2cc(NC(=O)CCC(F)(F)F)ccc2O1	-7	-41	13	0	0.0	-17	8	3

Ordered by SMILES length (highest first): part of the list above.
SMILES	ERAP1 HTS inh	S100A4 inh HTS	LGR2 inh	Cneo AK release	XiGFP reactiv	Statin myotox sup	PGC1a acetyl inh	SIRT5 block
C[C@H]1CCCCO[C@@H](CN(C)Cc2ccncc2)[C@@H](C)CN([C@@H](C)CO)C(=O)c2cc(NC(=O)CCC(F)(F)F)ccc2O1	-7	-41	13	0	0.0	-17	8	3
C[C@@H]1CN([C@H](C)CO)C(=O)c2cc(NC(=O)Nc3ccc(F)cc3)ccc2O[C@@H]1CN(C)Cc1ccncc1	0	3	19	-5	-1.3	3	1	3
Cc1cccc(NC(=O)C2CCN(C(=O)c3ccc(Cl)cc3)CC2)n1	0	-11	-7	5	0.0	4	-6	2
